Compound activity from PubChem.
phage Ecoli inh: E. coli growth loss with phage present; growth absorbance; inhibition, % at 11.9 µM; 360,000 tested, 0.26% active; AID 651602; in the data active = inhibition above about 11%
Wnt act: activates Wnt/beta-catenin signaling in a reporter cell assay. activator, plate reader. activation, % at 9.35 µM. 300,000 tested, 1.2% active. AID 743398; in the data active = activation above about 30%, passing the limit was not always enough;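 note: 0% = neutral control wells and 100% = positive control wells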
Tat export inh: inhibitors of E. coli Tat protein transport | E. coli MC4100 TorA-mCherry Tat export, fluorescence | inhibition, % at 10 µM | 340,000 tested, 0.036% active | AID 488895;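 active = mean replicate inhibition at least 50% and at least half of replicates individually reaching 50%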;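 note: exported cargo escapes ClpAP degradation while cytoplasmic cargo is degraded and loses fluorescence; 0% = median of neutral control wells and 100% = median of NaSCN control wells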
AddAB inh: less growth of phage-infected E. coli with AddAB; AID 435030; inhibition, % at 11.9 µM; 330,000 tested, 0.29% active; E. coli expressing H. pylori AddAB, absorbance growth; in the data active = inhibition above about 12%;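 note: 0% = vehicle wells of infected cells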
CAL PDZ FP-1: inhibitors of human CAL PDZ peptide binding | Q9HD26 | purified CAL PDZ, TMR-peptide fluorescence polarization, 1 h | inhibition, % at 20 µM | 330,000 tested, 0.02% active | AID 504414;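 active = highest replicate inhibition of at least 40%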;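 note: plate controls were DMSO neutral control wells for no effect and unlabeled competitor peptide control wells for full effect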
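Material – purified CerCALP PDZ construct · Detection – FP readout, S and P plane fluorescence · Measure – percent inhibition from loss of millipolarization · Controls – unlabelled peptide for full inhibition, DMSO wells as neutral · Probe or stimulus – TMR-labelled reporter peptide T*-PRC34 bound in PDZ groove · Times – 1 h at RT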
CAL PDZ FP-2: blocks peptide binding to the human CAL PDZ domain. 300,000 tested, 0.92% active. purified CAL PDZ, TMR-peptide fluorescence polarization, 1 h. AID 602252. inhibition, % at 24.9 µM. Q9HD26;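 active = mean inhibition of at least 30% with at least half of replicates also reaching 30%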;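 note: 0% = DMSO neutral control and 100% = excess unlabeled competitor peptide PRC23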
SR-BI DiI inh: inhibitors of mouse SR-BI mediated HDL lipid uptake. Q61009. ldlA[mSR-BI] CHO cells, DiI-HDL uptake fluorescence, 3 h. inhibition, % at 12.5 µM. 320,000 tested, 0.96% active. AID 488896;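 active = mean replicate inhibition of at least 70% and a set share of replicates each scoring 70 or more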;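 note: 0% = median of neutral control wells and 100% = median of positive control wells; values of inactives mirror those of a sister screen read the other way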
Target sequence (Q61009 whole entry, looked up): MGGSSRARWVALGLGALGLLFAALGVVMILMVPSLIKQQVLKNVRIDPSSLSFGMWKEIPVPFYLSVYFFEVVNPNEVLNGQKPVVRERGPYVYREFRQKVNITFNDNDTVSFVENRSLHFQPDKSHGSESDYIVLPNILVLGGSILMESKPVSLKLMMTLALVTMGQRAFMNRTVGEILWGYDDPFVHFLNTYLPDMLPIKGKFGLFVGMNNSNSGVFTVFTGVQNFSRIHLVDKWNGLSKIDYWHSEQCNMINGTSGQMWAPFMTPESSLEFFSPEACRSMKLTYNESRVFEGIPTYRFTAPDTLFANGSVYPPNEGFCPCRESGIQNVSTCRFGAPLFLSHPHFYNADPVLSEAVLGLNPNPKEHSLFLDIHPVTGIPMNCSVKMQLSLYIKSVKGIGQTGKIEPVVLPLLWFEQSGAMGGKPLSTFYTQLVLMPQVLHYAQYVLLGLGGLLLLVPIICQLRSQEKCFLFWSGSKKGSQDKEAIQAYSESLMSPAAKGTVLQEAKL
MITF TRPM1 HTS: MITF TRPM1 promoter activation in melanoma cells; SK-MEL-5 TRPM1-promoter luciferase, 24 h; % of positive control, neutral wells = 0; 300,000 tested, 0.75% active; activation, % at 12.5 µM;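 active = mean activation of at least 80% with every replicate also reaching 80%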;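 note: 0% = neutral control wells and 100% = parthenolide positive control wells; values of inactives mirror those of a sister screen read the other way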
Ecoli viability: bacterial growth inhibition, counter-screen for AddAB inhibitors | inhibition, % at 11.9 µM | E. coli V3065 growth, OD600 absorbance, 18 h | AID 449728 | 330,000 tested, 0.27% active;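 active = inhibition above the campaign's mean inhibition across all tested compounds plus 3 SD, cut at about 9.9% in these data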;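 note: uninfected addAB+ strain grown without phage in ampicillin broth; 0% = DMSO wells and 100% = ciprofloxacin 0.95 µg/ml wells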
SR-BI uptake up: SR-BI HDL lipid transfer activation; CHO ldlA[mSR-BI] cells, DiI-HDL uptake fluorescence, 3 h; 100 = double the neutral-control signal; 320,000 tested, 0.096% active; activation, % at 12.5 µM;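 active = mean replicate activation of at least 60% and every replicate at or above 60%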;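 note: 0% = median plate neutral-control signal and 100% = twice that signal; values of inactives mirror those of a sister screen read the other way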
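system = CHO ldlA[mSR-BI] cells, LDL receptor-null, SR-BI overexpressing | medium = Ham's F12 with 0.5% BSA, HEPES 25 mM, pH 7.4 | probe or stimulus = DiI-HDL 10 µg/mL | compound dosing = single-point compound dose | incubation = compound exposure 3 h, 37 °C | technique = DiI fluorescence, bottom read | read-out = cell-associated DiI fluorescence as measure of HDL uptake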
Active calls of the source: *; nt = no result given.

The opening four compounds, to show the layout:
SMILES	phage Ecoli inh	Wnt act	Tat export inh	AddAB inh	CAL PDZ FP-1	CAL PDZ FP-2	SR-BI DiI inh	MITF TRPM1 HTS	Ecoli viability	SR-BI uptake up
CCn1c(CNC(=O)c2ccccc2Br)nnc1SCC(=O)NC1=NCCS1	1.9	4	4	2.5	0.2	-5	29	4	3.0	-29
CC(=O)N(Cc1cccs1)Cc1cc2ccc(C)c(C)c2nc1Cl	3.4	-1	-2	-0.7	-1.2	nt	8	-13	0.3	-8
CCn1c(SCC(=O)NCc2ccc3c(c2)OCO3)nc2c(c1=O)SCC2	-4.2	31*	-2	0.1	-0.3	-1	0	-13	-2.4	0
O=C(NC(=O)c1cccc(Cl)c1)OC[C@@H]1CCCN2CCCCC12 (some centres undefined)	3.5	1	-3	2.6	-0.7	nt	-19	5	1.2	19

All compounds of this part, repeating the preview:
SMILES	phage Ecoli inh	Wnt act	Tat export inh	AddAB inh	CAL PDZ FP-1	CAL PDZ FP-2	SR-BI DiI inh	MITF TRPM1 HTS	Ecoli viability	SR-BI uptake up
CCn1c(CNC(=O)c2ccccc2Br)nnc1SCC(=O)NC1=NCCS1	1.9	4	4	2.5	0.2	-5	29	4	3.0	-29
CC(=O)N(Cc1cccs1)Cc1cc2ccc(C)c(C)c2nc1Cl	3.4	-1	-2	-0.7	-1.2	nt	8	-13	0.3	-8
CCn1c(SCC(=O)NCc2ccc3c(c2)OCO3)nc2c(c1=O)SCC2	-4.2	31*	-2	0.1	-0.3	-1	0	-13	-2.4	0
O=C(NC(=O)c1cccc(Cl)c1)OC[C@@H]1CCCN2CCCCC12 (some centres undefined)	3.5	1	-3	2.6	-0.7	nt	-19	5	1.2	19
FC(F)(F)c1cccc(NCc2cn3cccnc3n2)c1	nt	nt	-4	-0.1	-0.2	-3	-1	10	-4.0	1
COc1ccccc1NS(=O)(=O)c1ccc(Cl)c(NC(=O)CN2C(=O)c3ccccc3C2=O)c1	-2.1	5	11	6.5	-1.0	-3	-2	-8	0.4	2
Cc1ccc(S(=O)(=O)NC(C)(C)CSc2ncccn2)cc1	2.8	-2	-6	1.2	-1.1	-3	7	-14	2.5	-7
Cc1[nH]n2c(=O)cc(-c3ccc([N+](=O)[O-])cc3)nc2c1-c1ccccc1	-0.3	-7	-6	-2.2	0.4	2	-3	4	-3.0	3
Cc1nn(CC(=O)Nc2ccc(N(C)C)cc2)c(C)c1[N+](=O)[O-]	5.1	-1	4	-0.3	-1.4	0	7	-13	-1.6	-7
CC1CCc2c(sc(NC(=O)c3noc4c3CCCC4)c2C(N)=O)C1 (centres undefined)	-2.0	29	1	nt	-2.7	-2	nt	141*	nt	nt
Cc1cc(C(=O)CCl)c(C)n1-c1cccc([N+](=O)[O-])c1	1.4	-1	0	0.3	0.0	5	20	-38	-0.3	-20
COC(=O)CC(NC(=O)c1ccco1)c1cccc2ccccc12 (centres undefined)	2.8	-9	5	1.3	-0.9	-2	-49	-9	0.3	49
CC(=O)Nc1ccc(C(=O)OCc2ccc(Cl)cc2)cc1	5.9	1	3	2.3	-0.4	-2	3	nt	-0.6	-3
COc1ccc(Cl)cc1N(CC(=O)Nc1ccc2c(c1)OCO2)S(C)(=O)=O	4.2	3	-9	-0.3	-1.0	-3	17	nt	0.3	-17
Cc1ccccc1CNC(=O)c1ccccc1N(C)S(=O)(=O)c1ccccc1	1.8	0	16	2.6	-0.8	nt	-3	4	1.5	3
CCOc1cc(C(=O)N(CC)CC(=O)Nc2c(F)cccc2F)ccc1OCC(=O)N1CCCCC1	-0.1	3	4	6.0	-2.3	-5	31	6	0.1	-31
COc1ccc(C(OC(=O)c2ccco2)C(=O)NCc2ccco2)cc1 (centres undefined)	2.0	-3	-7	-1.9	-0.3	0	-3	-5	-1.1	3
CC(C)(C)c1ccc(NC(=O)COC(=O)C2CCCC2)cc1	3.7	8	1	1.8	1.2	nt	-21	17	2.6	21
CCOC(=O)c1oc2ccccc2c1NC(=O)CN1CCN(C)CC1	4.9	-4	1	-0.6	-1.5	-2	-23	6	-0.1	23
Cc1cc(NC(=O)COC(=O)COc2ccc3c(c2)CCC3)no1	2.5	-1	-2	1.1	nt	-6	-14	nt	-0.8	14
Oc1ccc(-c2nc3cnccn3c2Nc2ccc3c(c2)OCCO3)cc1	4.7	4	-4	0.3	0.2	nt	-7	nt	-1.6	7
S=C(NCCN1CCOCC1)Nc1cccc2ccccc12	3.3	nt	-2	-0.3	0.1	-3	-5	-1	-0.3	5
CCOc1cc(/C=C(\C#N)C(=O)Nc2ccc(S(N)(=O)=O)cc2)ccc1OCCN1CCOCC1	2.8	0	-5	0.9	-2.5	-3	-1	-9	0.6	1
O=C(O)c1ccc(COc2cccc(CO)c2)cc1	2.2	1	-3	0.9	-2.1	-3	-11	28	1.1	11
Cn1c(=O)c2c(n(C)c1=O)=NC1(CCCCC1)N=2	2.4	-1	-6	2.9	-0.5	0	-2	-3	-0.8	2
COc1cc(C2C(C#N)=C(C)NC3=C2C(=O)c2ccccc23)cc(OC)c1OC (centres undefined)	5.0	-1	-10	-3.5	-1.8	-3	-1	-77	-1.2	1
Cc1noc(C)c1COc1ccc(C(=O)Nc2nnc(CC(C)C)s2)cc1	3.4	-14	-2	-0.4	-0.2	0	82*	-5	-1.9	-82
COc1cc(OC)c2c(c1)S(=O)(=O)C(c1ccccc1)=C2N	4.0	0	-1	4.1	0.1	nt	29	-4	-2.1	-29
Cc1ccc(C(=O)NN2CCOCC2)cc1[N+](=O)[O-]	-2.0	-1	-4	3.4	1.6	15	-23	-7	-0.7	23
CC(=O)N1[C@@H]2CC3C4CC=C5C[C@@H](O)CC[C@]5(C)C4CC[C@]3(C)[C@@]21C(C)=O (some centres undefined)	2.4	nt	7	-0.8	-1.4	-8	-4	8	-0.1	4
Cc1ccc(OCC(=O)NCc2ccccc2)c([N+](=O)[O-])n1	6.3	-1	-1	3.4	-0.9	0	3	6	4.0	-3
O=[N+]([O-])c1cccc(-c2c(-c3ccccc3)ncc3cc(F)ccc23)c1	3.4	7	1	0.6	-1.4	1	21	15	-1.6	-21
COc1cc(/C=C2\SC(c3ccccc3)=NC2=O)cc(Cl)c1O	4.7	2	-6	nt	nt	-7	-12	-9	nt	12
CCc1ccccc1NC(=S)N(CCCN1CCN(C)CC1)Cc1cccs1	0.8	-1	-5	-3.4	0.2	2	-17	10	-3.1	17
CC(C)Cc1nc(N2CCCCC2)c(C#N)c2c1CCC2	0.1	0	0	-3.3	-0.4	5	13	6	-0.2	-13
CCOC(=O)C1=C(N)OC2=C(C(=O)CCC2)C1c1ccc2c(c1)OCO2 (centres undefined)	2.1	1	5	0.3	0.3	-4	-23	0	-2.4	23

Profiles from above. Order of values: phage Ecoli inh | Wnt act | Tat export inh | AddAB inh | CAL PDZ FP-1 | CAL PDZ FP-2 | SR-BI DiI inh | MITF TRPM1 HTS | Ecoli viability | SR-BI uptake up
Profile of CCc1ccccc1NC(=S)N(CCCN1CCN(C)CC1)Cc1cccs1 : 0.8 | -1 | -5 | -3.4 | 0.2 | 2 | -17 | 10 | -3.1 | 17
Profile of COc1cc(OC)c2c(c1)S(=O)(=O)C(c1ccccc1)=C2N : 4.0 | 0 | -1 | 4.1 | 0.1 | nt | 29 | -4 | -2.1 | -29
Profile of Cc1ccc(C(=O)NN2CCOCC2)cc1[N+](=O)[O-] : -2.0 | -1 | -4 | 3.4 | 1.6 | 15 | -23 | -7 | -0.7 | 23
Profile of O=C(O)c1ccc(COc2cccc(CO)c2)cc1 : 2.2 | 1 | -3 | 0.9 | -2.1 | -3 | -11 | 28 | 1.1 | 11

Exported in CSV form: 2 of the compounds above.
SMILES,phage Ecoli inh,Wnt act,Tat export inh,AddAB inh,CAL PDZ FP-1,CAL PDZ FP-2,SR-BI DiI inh,MITF TRPM1 HTS,Ecoli viability,SR-BI uptake up
CC(=O)N(Cc1cccs1)Cc1cc2ccc(C)c(C)c2nc1Cl,3.4,-1,-2,-0.7,-1.2,nt,8,-13,0.3,-8
CC(C)(C)c1ccc(NC(=O)COC(=O)C2CCCC2)cc1,3.7,8,1,1.8,1.2,nt,-21,17,2.6,21
